High-throughput results as filed in PubChem BioAssay.
FID counter = compounds displacing fluorescent DNA intercalator, primary screen, artefact control for HCV NS3 helicase inhibitor project, biochemical, FID fluorescence | hit rate 0.17% among 290,000 | DNA fluorescent intercalator displacement | inhibition, % at 7.9 µM; in the data active = inhibition above about 37%;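 note: 0% = vehicle and 100% = reference compound; higher means more ethidium bromide displaced from hairpin DNA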
SUMO HTRF inh = inhibitors of in vitro SUMOylation cascade, primary screen, biochemical, HTRF, uHTS | SUMO-conjugating enzyme UBC9 (Homo sapiens), P63279 | inhibition, % at 35 µM | hit rate 0.36% among 290,000 | HTRF SUMOylation assay, SAE1/SAE2 + UBC9; in the data active = inhibition above about 50%, passing the limit was not always enough; note: strong numbers were not always called active
Target sequence (P63279 whole entry, looked up): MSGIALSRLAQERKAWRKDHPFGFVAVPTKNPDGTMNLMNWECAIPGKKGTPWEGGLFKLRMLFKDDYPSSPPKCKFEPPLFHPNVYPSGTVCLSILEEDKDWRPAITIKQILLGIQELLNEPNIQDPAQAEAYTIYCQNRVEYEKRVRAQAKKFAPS
IMP-1 inhibitor = IMP-1 metallo-beta-lactamase inhibitors, primary screen, biochemical, epi-absorbance readout, Pseudomonas aeruginosa enzyme; metallo-beta-lactamase IMP-1 (Pseudomonas aeruginosa); purified IMP-1, nitrocefin hydrolysis, epi-absorbance fluorescence; inhibition, % at 5.6 µM; hit rate 0.45% among 290,000; AID 1556, 2009;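 active = inhibition above the mean plus 3 SD of all compounds in the same screening run, cut at about 4.5% in these data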;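 note: 0% = IMP-1 with DMSO and 100% = DMSO wells lacking enzyme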
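Assay system: purified IMP-1; Quantity: IMP-1 0.2 nM before substrate addition; Medium: HEPES buffer pH 7.1 with ZnSO4 and Brij 35; Incubation: 15 min enzyme–compound preincubation, then 25 min nitrocefin reaction, 25 °C; Signal: fluorescence quenching readout, ex 480/em 530 nm; Controls: DMSO with and without IMP-1; Repeats: singlicate testing.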
NALP1 inh = NALP1 inflammasome inhibitors in reconstituted yeast, colorimetric, S. cerevisiae, triplicate retest | inhibition, % at 10 µM | S. cerevisiae NALP1/ASC/caspase-1 growth, X-gal OD620, 72 h | hit rate 0.61% among 280,000 | AID 2071, 2009; in the data active = inhibition mostly above about 24%, no sharp cut-off; inactive = mostly below about 32%; note: some compounds called inactive have numbers as strong as hits
MEKK2 WT-MEK5 = modulators of MEK5 binding to wildtype MEKK2, primary screen, biochemical, multiplex bead flow cytometry, Alexa488-MEK5; Alexa488-MEK5 binding to MEKK2 WT; actives lie on both sides; binding response (% of control), % at 10 µM; Mitogen-activated protein kinase kinase kinase 2 (Homo sapiens), Q9Y2U5; hit rate 1.1% among 290,000; in the data active = binding response below about 67% or above about 130%
VIM-2 inhibitor = VIM-2 metallo-beta-lactamase inhibitors, primary screen, biochemical, epi-absorbance readout, Pseudomonas aeruginosa enzyme | hit rate 0.89% among 290,000 | AID 1527, 2009 | inhibition, % at 5.6 µM | purified VIM-2, nitrocefin hydrolysis, epi-absorbance fluorescence;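 active = inhibition above the mean of all tested compounds plus 3 SD, cutoff set per screening run, cut at about 7.5% in these data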;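 note: red hydrolysis product quenches plate fluorescence so inhibitors raise well fluorescence; 0% = enzyme with DMSO and 100% = DMSO without enzyme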
NS3 helicase inh = inhibitors of HCV NS3 helicase, primary screen, biochemical, Cy5 molecular beacon fluorescence; Hepatitis C virus NS3 helicase; NS3 helicase DNA unwinding; inhibition, % at 10.9 µM; hit rate 0.56% among 290,000; AID 1800, 2009;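 active = inhibition above the mean of all tested compounds plus 3 SD, set per campaign, cut at about 35% in these data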;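 note: 0% = DMSO wells and 100% = thioflavine S control wells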
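System: Hepatitis C virus NS3 helicase domain fragment enzyme | Reagent: Annealed dual-labelled DNA beacon duplex, ATP-started | Compound dosing: 10.9 µM single point, 0.8% DMSO | Incubation: 1 h reaction at 25 °C, ATP-initiated | Technique: Cy5 fluorescence | Evaluation: Percent inhibition from t60/t0 fluorescence ratio | Benchmarks: Low DMSO, high thioflavine S at 110 µM | Replication: Singlicate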
M18AAP inhibitor = PfM18AAP inhibitors, malaria aminopeptidase, primary screen, biochemical, QFRET, recombinant enzyme; inhibition, % at 7.35 µM; hit rate 1.2% among 290,000; H-Glu-NHMec fluorogenic cleavage; M18 aspartyl aminopeptidase (Plasmodium falciparum 3D7); AID 1822, 2009;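 active = inhibition above the campaign mean inhibition over all tested compounds plus 3 SD, cut at about 28% in these data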;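 note: 0% = plate median of test compound wells and 100% = 2 mM ZnCl2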
MEKK2 mut-MEK5 = MEK5 binding signal on mutant MEKK2 PB1, primary screen, biochemical, multiplex bead flow cytometry, Alexa488-MEK5 | Alexa488-MEK5 binding to MEKK2 mutant | percent response, % at 10 µM | hit rate 0.35% among 290,000; in the data active = percent response above about 24%, passing the limit was not always enough; note: inactives centre near 1; some results filed as inactive read as strong as hits
* = called active by the depositor; / = not tested or not shown.

Sequence of screens – IMP-1 inhibitor	NS3 helicase inh	SUMO HTRF inh	MEKK2 WT-MEK5	NALP1 inh	M18AAP inhibitor	MEKK2 mut-MEK5	VIM-2 inhibitor	FID counter
COc1ccc2c(=O)c3c(=O)n(-c4ccc(C)cc4)c(-c4ccccc4)nc3oc2c1
 : -1.3	-1.9	9.1	96.0	-11.1	3.8	6.0	-1.8	-5.1
CCCCNC(c1ccccc1)c1ccncc1 (stereo not drawn)
 : -3.0	-3.2	16.7	110.0	6.2	-2.9	4.0	-1.8	0.5
CN(C)C(=O)CN(c1ccc2c(c1)OCO2)S(C)(=O)=O
 : -3.6	8.9	20.9	85.0	-7.4	-3.8	2.0	-2.4	-2.1
COc1ccccc1OCC(=O)Nc1ccc(S(=O)(=O)N2CCOCC2)cc1
 : -0.1	7.0	-10.5	104.0	-8.8	-2.8	0.0	0.1	-28.4
CCOC(=O)Cc1nnc(NC(=O)CSc2ccc(Cl)cc2)s1
 : -3.5	6.6	24.0	94.0	8.6	-2.9	-1.0	-3.1	-9.2
COCCOC(=O)C1=C(C)N(c2ccccc2)C(=S)NC1c1ccccc1C(F)(F)F (stereo not drawn)
 : -2.2	3.8	18.2	109.0	-5.4	-2.8	0.0	-2.8	-36.7
S=C(NC1CCCC1)N1CCN(c2ccc(Cl)cc2)CC1
 : -3.2	3.4	14.6	106.0	10.6	1.9	4.0	-2.2	-12.6
CCOC(=O)C1=C(C)N(c2ccccc2)C(=O)/C1=C\c1ccco1
 : -2.1	13.9	4.8	102.0	-4.5	0.8	-2.0	-3.6	-10.2
CNc1nccc(-c2ccc(Cl)cc2)c1C#N
 : -1.4	7.8	15.0	93.0	0.3	2.6	-4.0	-0.9	0.1
C=CCC(CC=C)(NC(=O)c1ccccc1)c1ccccc1
 : -2.5	-1.5	-14.3	99.0	-0.8	-2.1	-3.0	0.6	-11.5
Cc1ccc(S(=O)(=O)c2c(C)cc(C)nc2Oc2cccc(C(F)(F)F)c2)cc1
 : -2.1	-1.9	-7.6	100.0	12.1	-1.5	-9.0	0.2	-13.1
C(=C\c1ccco1)/C1=NN(c2ccccc2)C(c2ccco2)C1 (stereo not drawn)
 : -0.6	46.4*	49.3	78.0	33.6	9.0	2.0	-2.3	-17.0
CCc1nnc(NC(=O)c2ccc(S(=O)(=O)N(CC)Cc3ccccc3)cc2)o1
 : -4.8	11.3	-3.7	101.0	-18.5	-1.1	1.0	-4.0	-41.6
Cc1c(C(=O)NC(=S)NCc2cccnc2)oc2ccccc12
 : -1.0	-2.0	-3.3	88.0	2.2	2.5	-10.0	-1.0	0.1
CCCCOC(=O)C(C#N)c1nc2ccccc2nc1N1CCN(Cc2ccc3c(c2)OCO3)CC1 (stereo not drawn)
 : 2.2	-4.3	13.2	114.0	-3.8	13.5	16.0	3.4	3.1
O=C(CCn1nnc2ccccc21)N1CCN(c2ccccc2)CC1
 : 1.7	-9.4	-0.4	/	-6.3	10.0	/	0.3	-26.8
O=C(CSc1nnnn1C1CCCC1)Nc1ccccc1F
 : -3.5	7.0	3.3	100.0	/	-3.5	-12.0	-1.5	-8.9
CC(C)OP(=O)(OC(C)C)C(Nc1ccccc1)c1ccccc1C(F)(F)F (stereo not drawn)
 : -2.6	-8.1	-6.1	98.0	32.4	2.1	-2.0	-0.1	-20.8
COc1ccc(OC)c(NC(=S)N(CCc2c(C)[nH]c3ccccc23)Cc2cccs2)c1
 : -1.8	-19.6	-17.0	104.0	15.7	5.6	-3.0	-0.4	-6.8
Cc1ccc(N(C)C(=O)n2cnc3ccccc32)cc1
 : -1.4	-1.1	19.2	104.0	20.2	0.4	5.0	-1.9	-0.3
CN1CCN(C(=O)c2ccccc2NC(=O)c2ccccc2Br)CC1
 : -3.6	-1.4	12.8	109.0	-9.5	-0.6	8.0	-4.5	0.8
O=C(CCc1nnc(CCCc2ccccc2)o1)NCCc1ccccc1
 : -1.1	-10.6	5.2	98.0	5.3	-2.9	-6.0	-1.7	-8.9
COc1ccc(C(=O)Nc2ccc3c(c2)nc(CN2CCCC2)n3C)cc1
 : -3.0	-7.2	14.3	125.0	-1.9	-3.8	25.0	-3.7	11.2
Cc1ccn2cc(CNS(=O)(=O)c3ccc4ccccc4c3)nc2c1
 : -0.6	5.1	22.6	103.0	3.0	1.6	2.0	-1.1	-4.2
COc1ccccc1NC(=O)Nc1ccc(N2CCOCC2)cc1
 : -1.6	-5.6	4.1	92.0	-14.5	1.5	-8.0	0.2	-0.5
Nc1cc(Nc2ccc(Br)cc2)nc(N)n1
 : -1.2	-44.4	-2.9	102.0	0.3	-6.5	5.0	-3.0	3.5
COc1ccc(/C=C2\SC(=S)N(CCCC(=O)NC3CCCC3)C2=O)cc1OC
 : 1.9	19.0	-3.2	77.0	12.9	-10.2	-13.0	2.1	-20.2
CCOC(=O)Nc1nc(-c2ccc(F)cc2F)cs1
 : -0.6	3.9	-4.8	100.0	32.8	0.2	1.0	-1.5	-7.2
O=C(CCc1nc(-c2ccccn2)no1)NCc1ccc2c(c1)OCO2
 : -2.1	-11.3	6.6	97.0	/	1.9	-22.0	-2.1	-2.4
COc1cccc(-c2csc3nnc(SCC(=O)c4ccc(NC(C)=O)cc4)n23)c1
 : -0.9	2.5	-72.6	104.0	12.3	-2.8	2.0	-2.4	-4.1
CC12CC3(C)CC(C)(C1)CC(C(N)=O)(C2)C3
 : -2.5	-4.7	5.5	104.0	-9.5	-13.4	1.0	-0.5	-5.7
Cc1ccc(C(=O)N2CCN(c3ccc([N+](=O)[O-])cc3-n3cccc3)CC2)cc1
 : -3.0	-2.9	1.0	106.0	/	6.5	29.0	-0.6	-23.2
C=CCN1C(=O)CN=C1Nc1cc(C)cc(C)c1
 : -2.2	-8.6	21.5	116.0	-6.6	3.7	7.0	-3.0	3.0
O=C(c1ccc(F)cc1)c1ccc(N2CCCCC2)cc1
 : -3.0	27.9	-12.2	101.0	7.4	15.8	4.0	-4.1	-15.6
Cc1cccc(CCNC(=O)C2CCCN(c3ncnc4c3nc3n4CCCCC3)C2)c1 (stereo not drawn)
 : -2.2	-1.3	14.4	98.0	19.3	-10.3	2.0	-1.9	-60.9
Cc1onc(-c2ccccc2)c1C(=O)NC(C)C1CCCO1 (stereo not drawn)
 : -2.1	3.0	3.4	104.0	3.7	0.1	-3.0	-4.4	-3.9
c1csc(Cn2c(-c3cccs3)nc3ccccc32)c1
 : -1.8	-3.0	-14.8	94.0	10.6	5.4	2.0	-2.5	-7.9
COc1ccc(OCC(=O)N2CCN(C(=O)COc3ccc(Br)cc3)CC2)cc1
 : -1.9	-6.0	7.6	97.0	-10.9	-8.0	4.0	0.8	-11.6
O=C(COC(=O)c1ccco1)NCC1CCCO1 (stereo not drawn)
 : -2.0	-1.7	18.3	99.0	23.1	-5.4	0.0	-3.9	0.9
CC1CC(C)CN(CCCNC(=O)Cn2ncc3c(=O)oc4ccccc4c32)C1 (stereo not drawn)
 : -4.5	6.3	18.3	111.0	-5.5	6.7	5.0	-2.7	1.9
CCCCN(Cc1cc2ccccc2[nH]c1=O)S(=O)(=O)c1ccc(C)cc1
 : -1.8	-9.0	-8.4	100.0	16.8	8.8	0.0	-0.2	-29.6
CCOc1ccc(C(C)C)cc1S(=O)(=O)N1CCN(C(=O)c2ccco2)CC1
 : -1.9	-11.8	10.3	97.0	-2.5	5.9	3.0	-1.4	-43.1
COc1ccc(NS(=O)(=O)c2cccc(Cl)c2Cl)cc1S(=O)(=O)N1CCCCC1
 : -1.6	24.8	-7.2	102.0	32.9	2.0	17.0	-0.9	-14.1
CCOC(=O)C1CCCN(C(=O)c2ccc([N+](=O)[O-])c(C)c2)C1 (stereo not drawn)
 : -1.4	6.4	-3.8	97.0	16.3	0.0	-1.0	-4.5	-6.0
COc1ccc(NC(=O)Nn2cnnc2)cc1OC
 : -1.1	-7.6	36.1	96.0	17.5	55.3*	1.0	-1.4	-0.2

Copied from the list.
CCOC(=O)C1=C(C)N(c2ccccc2)C(=O)/C1=C\c1ccco1 in FID counter shows -10.2
CCCCN(Cc1cc2ccccc2[nH]c1=O)S(=O)(=O)c1ccc(C)cc1 in MEKK2 WT-MEK5 shows 100.0

Carrying on:
Sequence of screens – IMP-1 inhibitor	NS3 helicase inh	SUMO HTRF inh	MEKK2 WT-MEK5	NALP1 inh	M18AAP inhibitor	MEKK2 mut-MEK5	VIM-2 inhibitor	FID counter
Cc1ccccc1OCCN1C(=O)C(=O)c2cccc(C)c21
 : -2.4	-8.0	-12.9	95.0	35.1	13.4	-1.0	-0.9	-1.6
Cc1cccc(OCc2nnc(SCc3nc4cc(C(F)(F)F)ccc4c(=O)[nH]3)o2)c1
 : 1.3	4.6	11.1	99.0	-1.1	10.0	-3.0	-4.3	-5.2
O=C(Nc1ccccc1C(=O)Nc1ccccn1)c1cc(F)c(F)cc1Cl
 : -2.4	2.9	5.7	100.0	2.9	-6.7	4.0	-3.6	-19.6
CCCC(=O)c1ccc(N2CCN(C(=O)c3ccc(Br)cc3)CC2)c(F)c1
 : -0.7	-0.7	-16.3	99.0	22.9	-10.2	3.0	-0.8	-2.4
O=C(CSCc1ccc([N+](=O)[O-])cc1)Nc1ccccc1C(=O)O
 : -2.2	5.7	13.0	96.0	11.2	2.6	-2.0	0.3	-9.7
C/C(=C\C(=O)c1ccccc1)Nc1ccc(Cl)c(Br)c1
 : -1.2	0.0	/	109.0	/	2.0	6.0	-1.5	2.5
CC(C)c1ccc(/C=N/NC(=O)c2nnn(-c3nonc3N)c2CSC2=NCCS2)cc1
 : -5.0	1.2	-14.1	101.0	33.6	15.8	-1.0	-2.3	-9.0
Cc1ccc(C)c(CNS(=O)(=O)c2c(C)[nH]c(C)c2C(=O)N2CCCC2)c1
 : -3.0	-4.1	19.0	107.0	-2.9	0.2	6.0	-2.1	-14.4
O=C(COc1ccccc1Cl)NCCCNC(=O)c1cnccn1
 : 0.8	3.7	-5.1	89.0	14.6	0.4	-10.0	0.3	-15.1
Oc1ccc(NC(=S)Nc2ccc(O)cc2)cc1
 : -2.4	-0.1	76.1	101.0	22.8	11.8	-6.0	0.3	-4.6
Cn1cnc2nc3n(c2c1=O)CCC3
 : -3.4	-0.1	17.1	99.0	/	0.3	-1.0	-3.1	1.2
